miR-122 sensor: miR-122 Renilla sensor signal increase in Huh7, primary screen, miR-122 inhibitor project, cell-based, single point, plate reader | Huh7 miR-122 Renilla luciferase sensor, 48 h; neutral wells = 0, positive control = 100 | activation (reporter increase), % at 12.5 µM | actives 0.3% (n = 340,000);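 active = mean replicate activation score at least 90 and every replicate individually at or above 90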;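 also: higher luciferase means less miR-122 activity so hits act as miR-122 inhibitors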
* marks the source's active call; other numbers are inactive results.

Structure	miR-122 sensor
Cn1c(SCC(=O)N2CCN(c3ccccc3)CC2)nnc1-c1ccccc1	4.7
COC(=O)Cn1cc(C(=O)OC)c2ccccc21	0.0
Cc1noc(NS(=O)(=O)c2ccc(NC(=O)CS(=O)(=O)c3ccccc3)cc2)c1C	-2.6
Cc1cccc(-c2noc(Cc3ccc(Cl)cc3)n2)c1	-4.0
CCCCC(=O)NC(c1cccc([N+](=O)[O-])c1)c1c(OC(C)=O)ccc2ccccc12 (configuration not stated)	11.0
CSc1ccc(/C=C/C(=O)c2ccc(NC(=O)Cc3ccccc3)cc2)cc1	17.1
Cc1cc(C)cc(OCC(=O)NNC(=O)c2cc3ccccc3oc2=O)c1	-8.1
CCn1c(SCC(=O)Nc2cccc(C(C)=O)c2)nnc1C(C)C	-1.8
O=C(Nc1ccccc1C(F)(F)F)C1CC(=O)N(c2ccccc2F)C1 (configuration not stated)	-5.3
COC(=O)c1ccc(NC(=S)N2CCN(Cc3ccccc3)CC2)cc1	-4.0
COCCN1C(=O)/C(=C/c2ccc(OCc3ccc(C(=O)O)cc3)c(OC)c2)SC1=Nc1ccccc1	-1.6
OC(COc1ccccc1)CSc1ncn[nH]1 (configuration not stated)	-2.2
C=CCn1c(SCC(=O)c2cc(C)n(C(C)COC)c2C)nc2sc(C)c(C)c2c1=O (configuration not stated)	-6.6
CCCN1CCc2c(sc3nc(SCC)n(-c4ccc(OC)cc4)c(=O)c23)C1	-17.1
COc1ccc(N(C)C(=O)CCC(=O)Nc2ccc3nc(N4CCOCC4)cc(C)c3c2)c(OC)c1	-3.6
Cc1csc2c(C#N)c(=O)c3c(n12)CCC3	-7.2
Cc1ccc(NC(=O)CSc2nc3ccccc3c(=O)n2CCCN2CCCCC2)cc1C	-4.5
O=S(=O)(NCc1csc(-c2cccnc2)n1)c1ccc2c(c1)OCCO2	6.2
COc1ccc2[nH]c(=O)c(CNc3ccccc3)cc2c1	2.4
COc1cccc(N(CC(=O)Nc2cccc(C(C)=O)c2)S(C)(=O)=O)c1	3.8
O=C(Nc1ccccc1C(=O)N1CCOCC1)C1CCCO1 (configuration not stated)	-5.0
CCc1c(C)sc(NC(=O)c2ccco2)c1C(=O)N1CCOCC1	-7.2
CC(C)c1ccc(O)c(NC(=O)c2cncc(Br)c2)c1	12.1
CCOCCCNC(=O)c1c(C)[nH]c(C(=O)OCC)c1C	-4.9
O=c1c2[nH]c3ccccc3c2ncn1Cc1ccccn1	-23.8
CCn1c(SCC(=O)Nc2sc3c(c2C#N)CCC(C(C)(C)C)C3)nnc1-c1ccco1 (configuration not stated)	-3.8
Nc1c(S(=O)(=O)c2cccs2)c2nc3ccccc3nc2n1Cc1cccs1	17.0
Fc1ccc(COc2ccc(Cl)cc2/C=N/Nc2nc(N3CCCC3)nc(N3CCCC3)n2)cc1	-1.6
CN(C(=O)Cn1nnc(-c2cccc(C(F)(F)F)c2)n1)C1CCCCC1	0.7
COc1ccc(CCC(=O)N2CCc3ccccc32)cc1	-4.1
CCC(C)c1ccc(NC(=O)c2cccs2)cc1 (configuration not stated)	-0.1
Cc1ccc(NC(=O)COC(=O)c2ccc(OCc3c(C)noc3C)cc2)cc1S(=O)(=O)N1CCOCC1	-9.6
CCOC(=O)c1c(C)n(C)c2cc(OCCN(CC)CC)ccc12	-1.2
CCn1c(C(C)NC(=O)Cc2ccccc2)nc2ccccc21 (configuration not stated)	-1.2
Cc1ccc(S(=O)(=O)N(C)CC(=O)Nc2ccccc2)cc1	4.3
COc1ccc(OC)c(NC(=O)C(Sc2ccccc2)c2ccccc2)c1 (configuration not stated)	4.9
Cc1ccc(NCc2nnc(SCC(=O)N3c4ccccc4Sc4ccccc43)o2)c(C)c1	-6.7
COc1cccc(C2=CC(c3cccc(OC)c3OC(F)F)n3nnnc3N2)c1 (configuration not stated)	2.4
CC(=O)N(C)c1ccc(NC(=O)c2cnn(C)c2)cc1	-5.3
Cc1ccc(S(=O)(=O)N2CCOCC2)cc1C(=O)OCC(=O)N1CCc2ccccc2C1	3.9
OC(COc1ccc(Cl)cc1)CN1C2=NCCCN2c2ccccc21 (configuration not stated)	-4.3
CCN(CC)CCNC1=NCCn2c1cc1cc(OC)ccc12	-4.2
CCOC(=O)c1c(C)[nH]c(C(=O)Cn2nnc(-c3ccccc3)n2)c1C	-3.6
O=C(NC1CCCCC1)C1CCN(c2nnnn2-c2ccccc2)CC1	-0.3
O=C(NC(=S)Nc1cccc2cccnc12)c1ccccc1	12.7

3 entries out of the list above, ordered by their value in miR-122 sensor, ascending.
Structure	miR-122 sensor
CCn1c(C(C)NC(=O)Cc2ccccc2)nc2ccccc21 (configuration not stated)	-1.2
COc1ccc(OC)c(NC(=O)C(Sc2ccccc2)c2ccccc2)c1 (configuration not stated)	4.9
O=C(NC(=S)Nc1cccc2cccnc12)c1ccccc1	12.7

The listing continues.
Structure	miR-122 sensor
Cc1noc(C)c1COC(=O)c1ccc(-c2nc3ccccc3s2)s1	-1.9
C=CCOC(=O)CN1C(=O)c2ccccc2C1=O	-5.5
COc1cccc(OCC(O)CN2CCC(Cc3ccccc3)CC2)c1 (configuration not stated)	1.5
O=C(c1cnccn1)N(c1ccccc1)C1(C(=O)NC2CCCCC2)CCCCC1	-1.8
Cc1ccc2nc(NC(=O)CCCc3nc4ccccc4s3)sc2c1	-1.0
CCN(CC)CCNC(=O)c1ccccc1C(=O)c1ncc[nH]1	-5.2
COc1cccc(C(=O)Nc2c3c(nn2-c2cccc(C)c2C)CS(=O)C3)c1OC (configuration not stated)	1.5
O=C(CN1C2CCCC1CC(NC(=O)c1ccccc1)C2)Nc1nccs1 (configuration not stated)	3.8
Cc1nc(Sc2ccccc2)c(C#N)cc1-c1ccccc1	8.1
Cc1cccc(CCN(Cc2cc3cccc(C)c3[nH]c2=O)C(=O)N2CCOCC2)c1	-6.7
Cn1c(C(=O)OCC(=O)NCC2CCCO2)cc2sccc21 (configuration not stated)	-2.0
Cc1cccc(-n2c(SCc3ccc(C#N)cc3)nnc2-c2c[nH]c3ccccc23)c1	0.1
CC(=O)N1CC2(CC(=O)OC(C)C)CN(C(C)=O)CC(CC(=O)OC(C)C)(C1)C2=O	5.8
N/C(Cc1ccc(Cl)c(Cl)c1)=N\OC(=O)c1cccs1	-12.0
CCCCCC(=O)N(CN1C(=O)CCC1=O)c1ccccc1	-1.7
CC(=O)Oc1ccccc1C1OC(=O)c2ccccc2N1C(C)=O (configuration not stated)	-0.5
C=C(Cl)COc1ccc2c(C)cc(=O)oc2c1	-1.7
Cn1c(=O)c2c(nc(NCC(O)CO)n2CCc2ccccc2)n(C)c1=O (configuration not stated)	4.2
Cc1cc(-c2ccccc2)c(C#N)c(N)n1	-0.5
CC1(C)NC(=O)N(CCOc2cccc(Cl)c2Cl)C1=O	-4.1
O=c1[nH]c(SCc2cccc(Cl)c2)nc2c1CCCC2	1.9
O=C(O)C1CC=CCC1C(=O)NCc1ccccc1 (configuration not stated)	20.1
O=C(Nc1ccc2c(c1)OCCO2)c1cccnc1	1.2
CCCC(CCC)C(=O)Nc1ccncc1	10.2
CCOC(=O)N1CCN(C(=O)C(CC)n2nc(C)c3sc4ccccc4c3c2=O)CC1 (configuration not stated)	-4.0
N#CCCn1c(SCC(=O)c2c[nH]c3ccccc23)nc2ccccc21	7.8
O=C1c2ccccc2C(=O)N1/N=C/c1ccc(O)c(O)c1O	-12.4
NNC(=O)c1ccc([N+](=O)[O-])c(CS(=O)(=O)c2ccc(Cl)cc2)c1	0.5
COCCNCC(=O)NCC12CC3CC(CC(C3)C1)C2	0.9
CCN(CC)C(=O)COc1ccc(S(=O)(=O)N2CCOCC2)cc1	-4.7

In the list so far, two contain a COOH group.
Structure	miR-122 sensor
COCCN1C(=O)/C(=C/c2ccc(OCc3ccc(C(=O)O)cc3)c(OC)c2)SC1=Nc1ccccc1	-1.6
O=C(O)C1CC=CCC1C(=O)NCc1ccccc1 (configuration not stated)	20.1

Other results.
Structure	miR-122 sensor
O=c1[nH]c(Cc2ccccc2)nc2scc(-c3ccccc3)c12	4.5
CC(C)CCNC(=O)CSc1nc2ccsc2c(=O)n1NC(=O)c1ccccc1	-6.3
O=C(CCCCCN1C(=O)c2ccccc2C1=O)Nc1nccs1	-2.0
Cc1ccc(N(CC(=O)NCc2cccs2)S(=O)(=O)c2cccs2)cc1	181.6*
CCN1CCC(C(N)=O)CC1	-2.8
O=c1c2ccccc2nc(N/N=C/c2ccc(O)cc2)n1O	-0.1
COc1cc2cc(CN(Cc3nnnn3Cc3ccccc3)CC3CCCO3)c(=O)[nH]c2cc1OC (configuration not stated)	1.7
CN(C)Cc1ccccc1C1(O)c2ccccc2CSc2ccccc21 (configuration not stated)	-5.7
O=c1c([N+](=O)[O-])cc(C(F)(F)F)cn1Cc1cccc(Cl)c1	-6.0
Cc1oc(-c2ccccc2F)nc1CSCC(=O)NCc1ccc2c(c1)OCO2	-5.3
Cc1cc(C)c(NC(=O)c2ccc(CN3CCc4ccccc4C3)cc2)c(C)c1	6.9
CCC(C)(C)NC(=O)CC(c1ccc(OC)cc1)n1cccc1 (configuration not stated)	-5.8
CN(CC(=O)Nc1ccccc1Oc1ccccc1)Cc1ccccc1F	-11.3
CCOC(=O)C1=C(C)Nc2nc(SCC)nn2C1c1ccc(OC)cc1 (configuration not stated)	6.1
C1CN(CCN2CCOCC2)CCN1	-13.0
COc1ccc(CN2CCN(c3ncccn3)CC2)c(OC)c1	-7.3
C[C@H]1CN([C@@H](C)CO)C(=O)c2cccc(NC(=O)c3cnccn3)c2O[C@@H]1CN(C)S(=O)(=O)c1ccc(F)cc1	-2.6
Cc1nnc(NC(=O)C2CCCCC2)s1	-12.4
Cc1ccc2nc(CSc3nc(C)cc(C)c3C#N)[nH]c2c1	1.2
Cc1c2cccn2cc[n+]1C	0.2
Cc1ccc(OCC(O)CN2CCN(CC(O)COc3ccc(C)cc3Cl)CC2)c(Cl)c1 (configuration not stated)	-2.0
CC1CC(=O)N(c2ccc(NCc3ccccc3Cl)c([N+](=O)[O-])c2)C1=O (configuration not stated)	0.6
COc1ccc(C(=O)Oc2cc3c4c(c2)C(C)=CC(C)(C)N4C(=O)C3=O)cc1OC	-3.5
Cc1cc(C)n(CC(=O)N2c3ccccc3Sc3ccccc32)n1	4.9
O=C(NCc1ccc2c(c1)OCO2)c1cc(-c2ccccc2)c(N2CCOCC2)s1	3.2
COc1ccc2c(c1)C(C)=CC(C)(C)N2C(=O)CN1C(=O)CCC1=O	0.9
O=C1C2C3C=CC(C4CC34)C2C(=O)N1/N=C/c1ccc(-c2ccc(Cl)cc2[N+](=O)[O-])o1 (configuration not stated)	-7.0
O=C1OCCC1Sc1nnc(-c2ccccc2)o1 (configuration not stated)	-3.7
OCCn1nc2c3ccccc3nc-2n(-c2ccccc2)c1=S	2.6
COc1cccc(NC(=O)CCS(=O)(=O)c2cccs2)c1	-4.3
Cc1cc(Cl)c(S(=O)(=O)NC(C(=O)O)C(C)C)cc1OCC(=O)NC1CCCCC1 (configuration not stated)	7.0
CCOC(=O)Cn1c(CN(Cc2ccccc2)Cc2ccccc2)nc2c1c(=O)[nH]c(=O)n2C	-6.2
CCOC(=O)c1cc2[nH]c3ccccc3c2[n+](-c2ccc([N+](=O)[O-])cc2)c1N	7.4
O=C(Nc1nccs1)C(NS(=O)(=O)c1ccc(Br)s1)c1ccccc1 (configuration not stated)	11.3
Cc1ccc(/C=C/C(=O)N2CCc3ccccc3C2)cc1	2.6
CCCn1c(NC(=O)c2cccc(C)c2C)nc2ccccc21	118.2*
CCCS(=O)(=O)N1CCC(C(=O)NCCc2ccc(OC)c(OC)c2)CC1	3.2
CSc1nc(Oc2ccc(Cl)cc2)c2sccc2n1	0.4
CN(C)/C=C1\C(=O)N(c2ccc(Oc3ccccc3)cc2)CS1=O (configuration not stated)	-2.4
CCC(Sc1ncccn1)C(=O)Nc1cc(C)on1 (configuration not stated)	-5.3
CC1CN(Cc2ccc(C#N)cc2Cl)CC(C)O1 (configuration not stated)	38.5
CCCN(CCC)S(=O)(=O)c1ccc(C(=O)Nc2ccc(OCC(=O)N3CCOCC3)cc2)cc1	-3.7
N/C(COc1cccc(C(F)(F)F)c1)=N\NC(=O)c1cccnc1Oc1ccccc1	-5.1
COc1ccc(S(=O)(=O)N2CCC(C(=O)NCCc3ccc4c(c3)OCO4)CC2)cc1	-9.5
CCc1c(C)nc2ncnn2c1N1CCCC(C(=O)Nc2cc(F)ccc2C)C1 (configuration not stated)	-4.9

Structures shown so far containing a CF3 group:
Structure	miR-122 sensor
O=C(Nc1ccccc1C(F)(F)F)C1CC(=O)N(c2ccccc2F)C1 (configuration not stated)	-5.3
CN(C(=O)Cn1nnc(-c2cccc(C(F)(F)F)c2)n1)C1CCCCC1	0.7
O=c1c([N+](=O)[O-])cc(C(F)(F)F)cn1Cc1cccc(Cl)c1	-6.0
N/C(COc1cccc(C(F)(F)F)c1)=N\NC(=O)c1cccnc1Oc1ccccc1	-5.1

Next section:
Structure	miR-122 sensor
Cc1cc(/C=C2/SC(=S)N(c3cccc(C(F)(F)F)c3)C2=O)c(C)n1-c1cccnc1	-4.8
NC(=O)c1cc2cc(Cl)ccc2oc1=O	-1.7
O=C(CCCC(=O)OCC(Cl)=C(Cl)Cl)Nc1cccc(F)c1	-1.6
CCOc1cc(/C=N/O)cc(Cl)c1OC	-5.3
Cc1cc(OC(=O)c2ccc(S(=O)(=O)N(C)C)cc2)cc(=O)o1	-1.0

Compound activity: PubChem BioAssay, Broad Institute

Only part of the results is shown; rates above refer to the full screens.
